Cycloheximide cs: Cycloheximide Counterscreen for Small Molecule Inhibitors of Shiga Toxin; AID 2314, 2010; 300,000 compounds, 12% hits; cell reporter, cycloheximide protein synthesis inhibition counterscreen; max response, %; in the data active = max response mostly above about 13%, no sharp cut-off; inactive = mostly below about 14%; note: read at 38.3 µM for the half of the compounds with a filed dose; 0% is about no effect
Pf growth 96h: Primary qHTS for delayed death inhibitors of the malarial parasite plastid, 96 hour incubation; 320,000 compounds, 6.9% hits; P. falciparum luciferase reporter growth, 96 h; Potency, µM (top dose mostly 28.7 µM), inactives show at the top dose activity change, negative = inhibition, most hits filed as inhibitors; AID 504834, 2011; note: potency is the fitted concentration of half-maximal effect; % is set by controls: 0 for no effect and ±100 for the full control effect
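Parasite growth measured via integrated firefly luciferase reporter in P. falciparum. Infected erythrocytes at 2% hematocrit, 0.05% parasitemia final were treated 96 hours at 37 C under 5% CO2, and luminescence was read.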
Pf growth 48h: Primary qHTS for delayed death inhibitors of the malarial parasite plastid, 48 hour incubation; P. falciparum luciferase growth in erythrocytes, 48 h; Potency, µM (highest dose often 28.7 µM), inactives show at the top dose activity change, negative = inhibition, hits mostly inhibitors; 310,000 compounds, 5.9% hits; AID 504832, 2011; note: potency is the fitted concentration of half-maximal effect; % is set by controls: 0 for no effect and ±100 for the full control effect
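Erythrocytes infected with P. falciparum carrying an integrated firefly luciferase reporter (2% hematocrit, 0.1% parasitemia final) were exposed to compounds in RPMI 1640 with 0.5% Albumax at 37 C, 5% CO2. Growth inhibition was scored as reduced luminescence.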
AmpC inh no detg: qHTS Inhibitors of AmpC Beta-Lactamase (assay without detergent). P00811. Potency, µM (series often up to 57.1 µM), inactives show top-dose activity change, negative = inhibition, usual class: inhibitors. AmpC nitrocefin hydrolysis, absorbance 480 nm, 0.0001% Triton. 330,000 compounds, 0.52% hits;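 note: potency is the fitted concentration of half-maximal effect; plate controls were no compound for no effect and no enzyme for full effect; nearly all actives have a fitted effect of over 20% in size; some results filed as inactive show a strong effect at the top dose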
Target sequence (P00811 whole entry, looked up): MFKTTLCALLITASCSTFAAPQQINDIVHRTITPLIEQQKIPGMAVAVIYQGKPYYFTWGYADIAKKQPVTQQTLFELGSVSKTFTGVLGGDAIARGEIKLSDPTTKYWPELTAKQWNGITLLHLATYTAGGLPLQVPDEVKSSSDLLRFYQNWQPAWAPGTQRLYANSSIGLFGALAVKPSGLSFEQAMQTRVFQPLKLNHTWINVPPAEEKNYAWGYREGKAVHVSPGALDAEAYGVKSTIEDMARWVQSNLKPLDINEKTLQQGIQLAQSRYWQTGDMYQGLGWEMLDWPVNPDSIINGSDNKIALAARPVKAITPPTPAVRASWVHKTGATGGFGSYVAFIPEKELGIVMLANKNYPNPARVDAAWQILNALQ
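AmpC (5.3 nM in the dispensed reagent) in 20 mM phosphate pH 7.0 with 0.01% (detergent screen) or 0.0001% Triton X-100 was preincubated with compounds for 15 min at room temperature. Nitrocefin was then added from an 800 uM solution, and hydrolysis was followed at 480 nm.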
Tb PYK inh: qHTS of Trypanosoma Brucei Inhibitors; TbPYK enzyme, Kinase-Glo Plus ATP luminescence, 45 min; Potency, µM (highest dose often 76.8 µM), for inactives: at the highest dose activity, negative = inhibition, most hits filed as inhibitors; pyruvate kinase (Trypanosoma brucei), Q57TT1; 410,000 compounds, 0.12% hits; note: potency is the fitted concentration of half-maximal effect; % is set by controls: 0 for no effect and ±100 for the full control effect; nearly all actives have a fitted effect of over 50% in size
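Activity of T. brucei pyruvate kinase was followed by Kinase-Glo Plus luminescence after the enzyme reacted 45 min at room temperature with 130 uM ADP (final) and substrate. Test compounds were added before ADP at multiple concentrations.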
Shiga toxin inh: A qHTS for Small Molecule Inhibitors of Shiga Toxin. Vero cells, Shiga toxin protein synthesis inhibition reporter. inhibition, % at 38.7 µM. 290,000 compounds, 9.2% hits; in the data active = inhibition mostly above about 28%, no sharp cut-off; inactive = mostly below about 43%; note: 0% is about no effect
LmPK inh: qHTS Assay for Inhibitors of Leishmania Mexicana Pyruvate Kinase (LmPK). purified LmPK, Kinase-Glo ATP luminescence, 1 h. Potency, µM (doses to about 57.5 µM), for the others: at the highest dose activity change, negative = inhibition, hits mostly inhibitors. 290,000 compounds, 0.37% hits. AID 1721, 2009; note: potency is the fitted concentration of half-maximal effect; % is set by controls: 0 for no effect and ±100 for the full control effect
Target sequence (Q27686 whole entry, looked up): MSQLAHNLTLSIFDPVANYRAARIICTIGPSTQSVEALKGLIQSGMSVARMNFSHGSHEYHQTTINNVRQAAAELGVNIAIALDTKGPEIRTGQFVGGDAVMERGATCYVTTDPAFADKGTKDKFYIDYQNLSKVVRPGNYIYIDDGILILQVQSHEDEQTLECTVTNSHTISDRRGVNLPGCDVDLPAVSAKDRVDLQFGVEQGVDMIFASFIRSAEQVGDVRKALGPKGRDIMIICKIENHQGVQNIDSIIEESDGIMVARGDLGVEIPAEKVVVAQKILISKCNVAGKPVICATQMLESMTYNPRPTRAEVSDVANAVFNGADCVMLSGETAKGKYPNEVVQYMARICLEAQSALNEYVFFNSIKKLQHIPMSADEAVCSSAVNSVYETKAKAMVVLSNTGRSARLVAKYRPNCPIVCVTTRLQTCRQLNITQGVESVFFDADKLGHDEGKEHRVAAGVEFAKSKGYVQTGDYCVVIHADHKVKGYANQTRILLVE
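Purified LmPK (0.1 nM) converted ADP (0.1 mM) to ATP with PEP (0.5 mM) in imidazole buffer pH 7.2 with KCl and MgCl2, 1 h at room temperature. ATP was read by Kinase-Glo luminescence; data normalized to uninhibited and no-enzyme controls.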
Numbers without * were called inactive; & = joins results of further samples; [ ] = another dose, or the depositor's remark. Unless noted, calls come from the whole dose curve; as a rule, active = well fitted curve in the direction sought with a large enough effect; inconclusive = small, poorly fitted or top-dose-only effect, or another doubt; inactive = no such curve, though single readings can be large; an effect the other way counts as inactive or inconclusive.

Screening O=Cc1c[nH]c2cccc(OCc3ccccc3)c12 returned Pf growth 96h inconclusive, Pf growth 48h inconclusive, AmpC inh no detg -19% and Tb PYK inh -1%.
For CC(NC(=O)CCCCCN1C(=O)c2ccccc2C1=O)c1ccc2c(c1)CCCC2 (stereo not drawn) the results were Cycloheximide cs 0, Pf growth 96h 3%, Pf growth 48h inconclusive, AmpC inh no detg inconclusive, Tb PYK inh -17%, Shiga toxin inh 9 and LmPK inh 14%.
Cc1ccc2nc(-c3ccc(N4C(=O)CC(N5CCC(C(N)=O)CC5)C4=O)cc3)sc2c1 (stereo not drawn) was read as Cycloheximide cs 26*, Pf growth 96h 25%, Pf growth 48h 62%[activator], AmpC inh no detg 147%[activator], Shiga toxin inh 33 and LmPK inh -3%.
For CCOC(=O)c1sc(=S)n(-c2cccc(OC)c2)c1N the results were Cycloheximide cs -4, Pf growth 96h 106%[activator], Pf growth 48h 18%, AmpC inh no detg -9%, Tb PYK inh -8%, Shiga toxin inh -11 and LmPK inh -1%.
For CN(CC(O)COc1ccccc1F)C1CCCCC1 (stereo not drawn) the results were Cycloheximide cs 1, Pf growth 96h 35%[activator], Pf growth 48h -16%[5.75 µM], AmpC inh no detg -4%[2.29 µM], Tb PYK inh 2%, Shiga toxin inh -6 and LmPK inh -1%.
N#Cc1c(NC(=O)C2CC(c3ccccc3Cl)=NO2)sc2c1CCC2 (stereo not drawn) was read as Cycloheximide cs 2, Pf growth 96h 15%, Pf growth 48h 3%, AmpC inh no detg -35%, Tb PYK inh -13%, Shiga toxin inh -4 and LmPK inh 1%.
Screening Cc1cccc(NC(=S)NCCN2CCOCC2)c1 returned Cycloheximide cs -1, Pf growth 96h inconclusive, Pf growth 48h 21%, AmpC inh no detg -16%, Tb PYK inh -5%, Shiga toxin inh -10 and LmPK inh -3%.
CCN(C(=O)COn1nnc2ccc(S(=O)(=O)N(C)C)cc21)C1CCS(=O)(=O)C1 (stereo not drawn) was read as Pf growth 96h -30%, Pf growth 48h -19%, AmpC inh no detg -15% and Tb PYK inh 0%.
For C=CCn1c(SCC(=O)Nc2ccc(-c3nc4ccc(C)cc4s3)cc2)nnc1-c1ccncc1 the results were Cycloheximide cs 19*, Pf growth 96h inconclusive, Pf growth 48h 127%[activator], AmpC inh no detg -11%, Tb PYK inh -7%, Shiga toxin inh 39 and LmPK inh -2%.
`COc1cccc(C2C3=C(CC(C)(C)CC3=O)Nc3n[nH]c(C)c32)c1` (stereo not drawn) gave Cycloheximide cs 12, Pf growth 96h 1%, Pf growth 48h inconclusive, AmpC inh no detg -26%, Tb PYK inh -19%, Shiga toxin inh -6 and LmPK inh 2%.
`CCCC(OC(=O)CN1C(=O)COc2ccccc21)C(=O)NC1CCCC1` (stereo not drawn) gave Cycloheximide cs 1, Pf growth 96h 238%[activator], Pf growth 48h inconclusive, AmpC inh no detg -8%, Tb PYK inh 0%, Shiga toxin inh -2 and LmPK inh -3%.
CCOC(Cn1cc(C)c(=O)[nH]c1=O)OCC was read as Cycloheximide cs -1, Pf growth 96h 9%, Pf growth 48h 25%, AmpC inh no detg 4%, Tb PYK inh 3%, Shiga toxin inh -7 and LmPK inh 1%.
Screening COc1ccc(C2=NOC(C(=O)NCc3cccs3)C2)cc1OC (stereo not drawn) returned Cycloheximide cs -1, Pf growth 96h -29%, AmpC inh no detg -7%, Tb PYK inh 2%, Shiga toxin inh -10 and LmPK inh 4%.
For COc1cc(S(=O)(=O)N(C)C)ccc1F the results were Cycloheximide cs -3, Pf growth 48h -5%, AmpC inh no detg -4%, Tb PYK inh 3%, Shiga toxin inh -4 and LmPK inh 1%.
Screening CCOc1ccc(NC(=S)Nc2cc(-c3ccccc3)[nH]n2)cc1 returned Cycloheximide cs 13, Pf growth 96h inconclusive, Pf growth 48h inconclusive, AmpC inh no detg -26%, Tb PYK inh 2%, Shiga toxin inh 4 and LmPK inh 2%.
CC(=O)c1ccc(N2CCN(C(=O)c3ccc(OCc4c(C)noc4C)cc3)CC2)cc1 was read as Cycloheximide cs -2, Pf growth 96h inconclusive, Pf growth 48h inconclusive, AmpC inh no detg 10%, Tb PYK inh 0%, Shiga toxin inh 8 and LmPK inh 1%.
For O=C(CS(=O)(=O)Cc1ccccc1)Nc1ncccn1 the results were Cycloheximide cs -2, Pf growth 96h 7%, Pf growth 48h -8%, AmpC inh no detg -23%, Tb PYK inh -1%, Shiga toxin inh -3 and LmPK inh 2%.
O=[N+]([O-])c1ccccc1/C=C/C=N/N1CCCCC1 was read as Cycloheximide cs 66*, Pf growth 96h 160%[activator], Pf growth 48h 288%[activator], AmpC inh no detg -14%, Tb PYK inh 0%, Shiga toxin inh 63* and LmPK inh -9%.
Screening CSCCNC(=O)c1ccc(C(C)(C)C)cc1 returned Cycloheximide cs 28*, Pf growth 96h 5%, Pf growth 48h 84%[activator], AmpC inh no detg 5%, Tb PYK inh 1%, Shiga toxin inh 92* and LmPK inh -11%.
CC(C)Cc1nnc(NC(=O)CN2C(=O)C3CCCCC3C2=O)s1 (stereo not drawn) was read as Pf growth 96h 11%, Pf growth 48h 1%, AmpC inh no detg 2% and Tb PYK inh 3%.
For N#Cc1ccc2c(c1)C[C@]1(c3ccsc3)Oc3c(c(=O)oc4ccccc34)C2O1 the results were Cycloheximide cs 24*, Pf growth 96h inconclusive, Pf growth 48h inconclusive, AmpC inh no detg 5µM*, Shiga toxin inh active and LmPK inh -3%[11.5 µM].
CNC(=S)NNC(=O)COc1cccc(C)c1C was read as Cycloheximide cs -2, Pf growth 96h 8.3µM*, Pf growth 48h 0%, AmpC inh no detg -29%, Tb PYK inh -30%, Shiga toxin inh -7 and LmPK inh 15%.
Screening O=C(c1ccccc1)n1ccc(-c2cnc(-c3ccccc3)s2)n1 returned Cycloheximide cs 40*, Pf growth 96h 454%[activator], AmpC inh no detg -20%, Tb PYK inh -8%, Shiga toxin inh 97* and LmPK inh 2%.
O=C(O)CCC(=O)Nc1ccccc1C(=O)NC1CCCCC1 was read as Cycloheximide cs 10, Pf growth 96h 6%, Pf growth 48h 7%, AmpC inh no detg -9%, Tb PYK inh -8%, Shiga toxin inh 56 and LmPK inh -1%.
`CCn1c(SCC(=O)NCCc2ccccc2)nc2c(c1=O)SC(C)C2` (stereo not drawn) gave Cycloheximide cs 7, Pf growth 96h inconclusive, Pf growth 48h 5%, AmpC inh no detg 4%, Tb PYK inh 2%, Shiga toxin inh 2 and LmPK inh -2%.
Screening COc1ccc(NC(=O)CSc2nccn2Cc2ccco2)c(OC)c1 returned Cycloheximide cs 25*, Pf growth 96h 87%[activator], Pf growth 48h 34%[activator], AmpC inh no detg -15%, Tb PYK inh -3%&7%, Shiga toxin inh 44* and LmPK inh -6%.
Cc1ccccc1CC1(CO)CCCN(C(=O)c2cc(Cl)ccc2F)C1 (stereo not drawn) was read as Cycloheximide cs -5, Pf growth 96h 20%, Pf growth 48h 2%, AmpC inh no detg 0%, Tb PYK inh 1%, Shiga toxin inh 16 and LmPK inh -1%.
For CN(C)C(CNC(=O)CCNC(=O)c1ccc(Cl)cc1)c1ccco1 (stereo not drawn) the results were Pf growth 96h 2%, Pf growth 48h 16%, AmpC inh no detg -6% and Tb PYK inh 0%.
For Cc1ccc(S(=O)(=O)NC(C)C(c2cccs2)N2CCOCC2)cc1 (stereo not drawn) the results were Cycloheximide cs -5, Pf growth 96h 2%, Pf growth 48h 21%, AmpC inh no detg 3%, Tb PYK inh 0%, Shiga toxin inh -13 and LmPK inh -1%.
COc1ccc(C(=O)NNC(=O)c2cc3cc(OC)ccc3oc2=O)cc1 was read as Cycloheximide cs 2, Pf growth 96h 49%[activator], Pf growth 48h 42%[activator], AmpC inh no detg -15%, Tb PYK inh 3%, Shiga toxin inh 5 and LmPK inh -2%.
CC1CCCC(NC(=O)CSc2nncs2)C1C (stereo not drawn) was read as Pf growth 96h 16%, Pf growth 48h 0%, AmpC inh no detg -7% and Tb PYK inh 10%.
`Cc1cccc(-c2noc(C(C)NC(=O)c3ccco3)n2)c1` (stereo not drawn) gave Cycloheximide cs -2, Pf growth 96h 21%, Pf growth 48h 10%, AmpC inh no detg -6%, Tb PYK inh -10%, Shiga toxin inh 4 and LmPK inh 2%.
Screening Cc1onc(-c2ccccc2Cl)c1C(=O)N1CCCCC1 returned Cycloheximide cs -2, Pf growth 96h 9%, Pf growth 48h -4%, AmpC inh no detg -3%, Tb PYK inh -4%, Shiga toxin inh 2 and LmPK inh 3%.
Screening O=C(COC(=O)c1cc([N+](=O)[O-])ccc1N1CCOCC1)NCc1ccc(F)cc1 returned Cycloheximide cs -3, Pf growth 96h 24%, Pf growth 48h -4%, AmpC inh no detg 5%, Tb PYK inh -10%, Shiga toxin inh -3 and LmPK inh 4%.
`CC(C)n1cc(/C(N)=N/O)c(=O)n(Cc2ccccc2)c1=O` gave Cycloheximide cs -1, Pf growth 96h inconclusive, Pf growth 48h -11%, AmpC inh no detg -18%, Tb PYK inh 9%, Shiga toxin inh -9 and LmPK inh 1%.
Screening CCOC(=O)/N=C(/NC(=O)Nc1ccc(C(=O)OCC)cc1)OC returned Cycloheximide cs 1, Pf growth 48h 3%, AmpC inh no detg -7%, Tb PYK inh 3%, Shiga toxin inh 3 and LmPK inh 0%.
For COc1ccc2c(c1)c1ncn(CCN3CCCCC3)c(=O)c1n2C the results were Cycloheximide cs 3, Pf growth 96h inconclusive, AmpC inh no detg 24%, Tb PYK inh -5%, Shiga toxin inh -5 and LmPK inh 3%.
NC(=O)C1CCCCc2c1[nH]c1ccc(Cl)cc21 (stereo not drawn) was read as Cycloheximide cs -4, Pf growth 96h 20%, Pf growth 48h 25%, AmpC inh no detg -3%, Tb PYK inh 2%, Shiga toxin inh -4 and LmPK inh 2%.
`CC(=O)c1cccc(NC(=O)c2cccc3ccccc23)c1` gave Cycloheximide cs 8, Pf growth 96h 34%[activator], Pf growth 48h 37%[activator], AmpC inh no detg -19%, Tb PYK inh 1%, Shiga toxin inh -4 and LmPK inh 3%.

Grouped by structure: the compounds so far with a nitro group on carbon
O=[N+]([O-])c1ccccc1/C=C/C=N/N1CCCCC1 was read as Cycloheximide cs 66*, Pf growth 96h 160%[activator], Pf growth 48h 288%[activator], AmpC inh no detg -14%, Tb PYK inh 0%, Shiga toxin inh 63* and LmPK inh -9%.
Screening O=C(COC(=O)c1cc([N+](=O)[O-])ccc1N1CCOCC1)NCc1ccc(F)cc1 returned Cycloheximide cs -3, Pf growth 96h 24%, Pf growth 48h -4%, AmpC inh no detg 5%, Tb PYK inh -10%, Shiga toxin inh -3 and LmPK inh 4%.
